Source: PubChem BioAssay (several laboratories)
PTPN22 inh 2 = blocks human PTPN22 phosphatase activity; 0.21% of 96,000 active; inhibition, % at 2 µM; Q9Y2R2; recombinant LYP catalytic domain, DiFMUP fluorescence; AID 640;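 active means inhibition at 2 µM at or above a set limit, the screen mean plus 3 SD, cut at about 24% in these data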;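 further: 0% = DMSO with enzyme and 100% = enzyme fully blocked by orthovanadate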
Target sequence (Q9Y2R2 whole entry, looked up, the tested form may be a part): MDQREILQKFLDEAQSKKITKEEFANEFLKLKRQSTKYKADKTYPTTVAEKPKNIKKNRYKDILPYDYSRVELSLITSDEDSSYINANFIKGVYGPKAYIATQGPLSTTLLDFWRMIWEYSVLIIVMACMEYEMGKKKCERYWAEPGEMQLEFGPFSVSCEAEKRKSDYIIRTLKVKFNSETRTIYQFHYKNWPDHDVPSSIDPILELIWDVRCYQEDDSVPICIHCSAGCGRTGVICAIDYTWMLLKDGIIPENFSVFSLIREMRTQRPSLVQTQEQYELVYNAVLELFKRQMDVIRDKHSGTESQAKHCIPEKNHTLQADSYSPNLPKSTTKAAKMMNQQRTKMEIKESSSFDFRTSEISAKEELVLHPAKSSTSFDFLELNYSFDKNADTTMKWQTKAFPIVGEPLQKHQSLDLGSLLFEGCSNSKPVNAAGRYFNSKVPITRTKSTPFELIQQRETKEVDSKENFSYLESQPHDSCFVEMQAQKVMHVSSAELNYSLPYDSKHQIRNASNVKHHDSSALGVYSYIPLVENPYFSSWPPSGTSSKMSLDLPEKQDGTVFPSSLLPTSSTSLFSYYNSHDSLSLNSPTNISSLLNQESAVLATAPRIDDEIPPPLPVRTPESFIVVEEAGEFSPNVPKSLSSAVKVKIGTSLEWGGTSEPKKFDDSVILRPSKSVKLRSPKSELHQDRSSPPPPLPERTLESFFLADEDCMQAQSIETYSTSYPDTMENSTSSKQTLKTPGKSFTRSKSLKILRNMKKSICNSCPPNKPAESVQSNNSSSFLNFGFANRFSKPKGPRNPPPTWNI
S1P2 agonist = agonists of human S1P2 receptor; O95136; S1P2-expressing cell line, agonist reporter read-out; activation, % at 4.5 µM; 0.46% of 97,000 active; AID 729; in the data active means activation above about 16%;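 further: 0% = vehicle low control and 100% = maximal reference agonist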
PostGolgi yeast = growth inhibition of a yeast mutant, post-Golgi transport screen. post-Golgi transport phenotypic cell assay. 0.9% of 98,000 active. inhibition, % at 10 µM. AID 739;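 further: yeast cells grown in 1536-well plates; yeast grown about 18 h at 30C before absorbance read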
S1P2 antag = S1P2 (human) receptor antagonism. O95136. cell-based S1P2 antagonist assay, inhibition at 5 uM. inhibition, % at 5 µM. 0.21% of 97,000 active. AID 736; in the data active means inhibition above about 45%;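 further: CRE beta-lactamase reporter cells expressing human S1P2 stimulated with S1P; 0% = agonist at EC80 alone and 100% = agonist plus reference antagonist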
EphB4 antag = antagonists of human EphB4-ephrin-B2 interaction. inhibition, % at 7 µM. 0.15% of 97,000 active. EphB4 LBD / TNYL-RAW-Alexa532 peptide, fluorescence polarization. AID 720;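 active means inhibition above the screen-wide mean inhibition plus 3 SD, cut at about 15% in these data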;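 further: 0% = DMSO wells and 100% = excess unlabeled TNYL-RAW peptide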
FAK inh = inhibitors of human focal adhesion kinase | inhibition, %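 (tested at 7 µM)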 | biochemical FAK kinase activity assay | 0.84% of 97,000 active | AID 727; in the data active means inhibition above about 19%;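 further: 0% = DMSO and 100% = reference compound high control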
PostGolgi ctrl = growth of the yeast control strain, post-Golgi counter-screen; efflux-deficient yeast background strain, growth absorbance A615, 16 h; inhibition, % at 10 µM; 5% of 98,000 active
HIV Rev-RRE inh = disrupts HIV-1 Rev binding to RRE RNA; inhibition, % at 8 µM; 0.79% of 97,000 active; Rev peptide-RRE RNA binding, FRET;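 active means inhibition above the screen-wide mean plus 3 SD, cut at about 35% in these data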;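 further: 0% = median DMSO wells and 100% = median Neomycin B control wells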
Target sequence (P05866 whole entry, looked up): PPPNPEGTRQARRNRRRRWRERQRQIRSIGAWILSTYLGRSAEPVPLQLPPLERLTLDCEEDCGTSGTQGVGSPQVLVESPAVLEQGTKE
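Test system: labelled RRE RNA duplex and labelled Rev peptide. Times: 5 min compound–RNA preincubation, then 15 min with peptide, 25 °C. Doses: single-dose 8 µM. Measured by: FRET, excitation 480 nm, emission 540 nm donor and 671 nm acceptor. Measure: % inhibition of FRET ratio versus controls.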
PTPN22 act = LYP (human) phosphatase activation | Q9Y2R2 | recombinant LYP, DiFMUP fluorescence; 0 = plate median, 100 = signal doubled | activation, % at 2 µM | 0.11% of 96,000 active | AID 697;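 active means activation at 2 µM above a set limit, the mean plus 5 SD, cut at about 37% in these data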
An asterisk follows results filed as active; . = no result given. Unless noted, no stated cut-off is given here; in the data, active means inhibition above about 30%; inactive means the rest.

SMILES	PTPN22 inh 2	S1P2 agonist	PostGolgi yeast	S1P2 antag	EphB4 antag	FAK inh	PostGolgi ctrl	HIV Rev-RRE inh	PTPN22 act
COc1ccc(C2C(C(=O)Nc3cc(C)on3)c3ccccc3C(=O)N2C)cc1 (stereo not drawn)	-4	-6	-2	-3	-1	5	10	0	2
O=C(O)C1CCCCC1C(=O)Nc1ccc2c(c1)OCCO2 (stereo not drawn)	3	-7	-1	4	-8	-4	6	0	-5
COc1ccccc1CN(Cc1nc2ccccc2c(=O)[nH]1)S(=O)(=O)c1ccc(C)cc1	7	-4	-2	-8	-8	-3	14	6	-6
CCN(CC)CCCCCOc1ccccc1OC	0	-3	20	5	-1	-1	25	4	0
CCOc1cccc(-c2cc(=O)[nH][nH]2)c1	2	1	2	-11	-2	6	1	1	-6
N=C1C(c2nc3ccccc3[nH]2)=C(O)CN1c1ccc(F)cc1	1	-3	-7	-24	6	1	-4	0	-5
COc1ccc2occ(C(=O)c3cccs3)c2c1	3	0	8	-1	-5	-1	10	11	-2
Cc1ccc2oc(-c3ccc(NC(=O)CC(C)C)cc3)nc2c1	-6	-12	22	39	7	3	-2	13	2
CCSc1nnc(-c2ccccc2NC(=O)CC)c(=O)[nH]1	-4	-6	4	-6	1	6	4	11	3
Cc1ccc(OCc2nc(-c3ccccn3)n[nH]2)cc1	7	-2	-1	-12	0	1	-3	2	-6
O=C(N1CCN=C1SCc1cccnc1)C12CC3CC(CC(C3)C1)C2	10	-6	-4	-5	3	-4	5	2	-10
NNC(=O)CN1C(c2ccc(Cl)cc2)=Nc2ccc(Br)cc2C1c1ccccc1 (stereo not drawn)	10	-7	-2	-13	-2	-3	22	5	-8
COc1ccc(-n2cnnc2SC(C)c2nc3sc(C)c(C)c3c(=O)[nH]2)cc1 (stereo not drawn)	-4	-5	-6	9	-4	0	7	5	4
O=S(=O)(/C=C/c1ccccc1)NCCc1ccccn1	-10	0	-2	3	3	4	-8	1	9
CCCCNC(=O)Cn1c(=O)n(C)c2ccccc21	-2	-2	4	12	-5	2	8	5	1
CN(CCC#N)C(=O)c1ccc(CNS(=O)(=O)c2ccc(F)cc2)cc1	-3	-10	11	-2	-13	-4	4	3	2
CCOC(=O)C1=C(C)NC(C)=C(C(=O)OCC)C1C(=O)OCC(=O)N1CCCCC1CC (stereo not drawn)	0	-1	7	17	-9	-1	2	0	0
Cc1ccccc1-n1c(=O)c2ccccc2n2nnnc12	-9	-2	8	-14	1	-1	3	2	10
Cc1ccc(S(=O)(=O)NCc2nnc(SCC(=O)Nc3cccc(C)c3C)n2C)cc1	4	-4	2	2	0	-1	4	4	-3
O=C(NCCN1CCN(c2ccccc2)CC1)C1CCCN(S(=O)(=O)c2cnc[nH]2)C1 (stereo not drawn)	-2	-3	-2	10	4	1	13	8	1

Whole records as entered above:
Record of O=S(=O)(/C=C/c1ccccc1)NCCc1ccccn1 : PTPN22 inh 2: -10; S1P2 agonist: 0; PostGolgi yeast: -2; S1P2 antag: 3; EphB4 antag: 3; FAK inh: 4; PostGolgi ctrl: -8; HIV Rev-RRE inh: 1; PTPN22 act: 9
Record of Cc1ccc2oc(-c3ccc(NC(=O)CC(C)C)cc3)nc2c1 : PTPN22 inh 2: -6; S1P2 agonist: -12; PostGolgi yeast: 22; S1P2 antag: 39; EphB4 antag: 7; FAK inh: 3; PostGolgi ctrl: -2; HIV Rev-RRE inh: 13; PTPN22 act: 2
Record of CCOC(=O)C1=C(C)NC(C)=C(C(=O)OCC)C1C(=O)OCC(=O)N1CCCCC1CC (stereo not drawn) : PTPN22 inh 2: 0; S1P2 agonist: -1; PostGolgi yeast: 7; S1P2 antag: 17; EphB4 antag: -9; FAK inh: -1; PostGolgi ctrl: 2; HIV Rev-RRE inh: 0; PTPN22 act: 0

The listing picks up, repeating the 3 entries before the break.
SMILES	PTPN22 inh 2	S1P2 agonist	PostGolgi yeast	S1P2 antag	EphB4 antag	FAK inh	PostGolgi ctrl	HIV Rev-RRE inh	PTPN22 act
Cc1ccccc1-n1c(=O)c2ccccc2n2nnnc12	-9	-2	8	-14	1	-1	3	2	10
Cc1ccc(S(=O)(=O)NCc2nnc(SCC(=O)Nc3cccc(C)c3C)n2C)cc1	4	-4	2	2	0	-1	4	4	-3
O=C(NCCN1CCN(c2ccccc2)CC1)C1CCCN(S(=O)(=O)c2cnc[nH]2)C1 (stereo not drawn)	-2	-3	-2	10	4	1	13	8	1
O=C(Cn1c(CSc2ccccc2)nc2ccccc21)Nc1ccccc1	11	-4	0	8	-6	8	-1	5	-7
Cc1sc2ncnc(OCC(=O)N3CCN(S(=O)(=O)c4ccc(Cl)cc4)CC3)c2c1C	3	-4	0	-1	0	-6	16	3	0
Cc1ccccc1CCNC(=O)C1CCN(S(=O)(=O)c2ccc(-n3cnnn3)cc2)CC1	-8	-1	-5	19	-4	-2	0	10	5
CCC(c1nnnn1C(C)(C)C)N(Cc1cc2cccc(C)c2n2nnnc12)C1CCCC1 (stereo not drawn)	-7	-2	.	-8	3	2	.	8	8
O=C(CCN1C(=O)C2C3C=CC(C3)C2C1=O)NC1CCCc2ccccc21 (stereo not drawn)	2	-5	7	0	5	0	8	6	-4
Cc1nc2c(C(=O)N3CCN(C)CC3)cnn2c(C)c1Cc1ccc(Cl)cc1	-7	-1	0	7	4	-1	5	6	5
COc1cc(C)ccc1OCCOc1cc(C)ccc1Cl	-1	-1	4	-10	0	1	28	17	4
COc1ccc(C/C(N)=N/OC(=O)Cc2ccccc2)cc1	-6	-5	5	16	-2	0	3	2	10
COCCNC(=O)c1c(N)n(-c2ccccc2)c2nc3ccccc3nc12	16	6	4	-17	2	4	7	3	-13
CCCCNC(=O)n1c(=O)oc2ccc(Cl)cc21	-4	-7	0	5	-4	-10	-1	-2	8
Cc1cc(C(=O)N/N=C/c2cccc(Cl)c2Cl)no1	-6	1	-4	-18	0	-2	3	1	3
O=C(NC1CSC/C1=N\O)c1ccccc1 (stereo not drawn)	-8	-4	-9	7	1	1	9	3	5
COc1ccc(N(C(C)C(=O)NCc2ccco2)S(C)(=O)=O)cc1 (stereo not drawn)	2	-9	9	13	7	-2	-12	9	-3
O=c1c2cnn(-c3ccc(F)cc3)c2ncn1Cc1ccccc1	1	-6	.	-8	1	2	.	1	-1
Cc1cc(C(=O)CSc2nnc(-c3ccccc3)n2Cc2ccc3c(c2)OCO3)c(C)n1C	-2	-7	0	-26	-8	3	-2	-4	0
COc1ccccc1C1NC(=O)NC(C)=C1C(C)=O (stereo not drawn)	0	-4	-7	2	-5	2	6	4	-1
COC(=O)COc1ccc(S(=O)(=O)NCc2ccco2)cc1	-1	-8	-2	4	1	-1	4	10	1
O=C(O)c1ccc2noc(-c3ccccc3)c2c1	-3	-6	2	1	0	8	8	5	6
Cc1ccc(N(CCCCN2C(=O)c3ccccc3C2=O)C(=O)c2cccs2)cc1	16	-4	-6	-4	-5	1	24	8	-13
CCS(=O)(=O)NCCc1csc(-c2cccnc2)n1	-4	-6	0	9	3	2	2	1	2
Cc1nn(-c2nnc(C)c(=O)[nH]2)c(C)c1SCC(=O)Nc1ccc(C(C)C)cc1	10	-5	10	-5	4	-4	-6	2	-13
COc1ccc(-c2nc(SCC(=O)NCc3ccco3)c(-c3ccccc3)[nH]2)cc1OC	-2	-4	-4	-3	5	0	0	11	4
Cc1cc(C(=O)CSc2nnc(Nc3ccccc3)s2)c(C)n1CC1CCCO1 (stereo not drawn)	5	-7	11	11	-2	2	12	-2	-8
O=C(CCCn1c(=O)[nH]c2cc(Cl)ccc2c1=O)NCCCN1CCCC1=O	-6	0	1	-3	-6	1	1	-1	4
CC(=O)NC(CC(C)C)C(=O)NC(Cc1ccccc1)C(N)=O (stereo not drawn)	-11	-4	-7	7	0	-2	7	5	12
O=C(c1ccccc1/S(=N/S(=O)(=O)c1ccccc1)N1CCOCC1)N1CCOCC1 (stereo not drawn)	-11	-4	7	17	1	7	10	7	9
Cc1sc(NC(=O)CN2CCN(c3ccccn3)CC2)c(C#N)c1C	-5	-3	2	0	8	-4	2	14	1
Cc1ccn2cc(-c3cnoc3C)nc2c1	1	-6	-3	-7	0	1	1	5	-2
CN1CCN(C(=O)CN(c2cc(C(F)(F)F)ccc2Cl)S(C)(=O)=O)CC1	9	1	-4	-16	0	1	6	7	-9
COC(=O)COc1cccc(NC(=O)c2ccc(C)cc2)c1	10	-1	-8	-23	-5	2	11	0	-8
CCOC(=O)N1CCN(C(=O)CNC(=O)Cc2ccc(Cl)cc2)CC1	6	-5	-1	5	1	-2	-1	7	-7
CCc1[nH]c(=O)c(C#N)c2c1CCCC2	-8	-5	8	4	-5	3	32*	3	9
CCCc1cc(C(=O)Nc2cccnc2)no1	4	-3	3	14	-3	5	0	6	-4
CCCCCCCCN1C(=O)N(C)C(N(O)C(=O)NC)C1(C)C (stereo not drawn)	3	-7	2	5	4	4	2	-1	-1
CC(OC(=O)Cc1coc2cc3c(cc12)CCC3)C(=O)NCc1ccc2c(c1)OCO2 (stereo not drawn)	0	-5	-1	-32	2	-1	-2	5	-3
O=C(c1ccncc1)c1nccn1-c1ccccn1	-8	-5	11	5	-2	0	2	2	4
COc1ccc(-c2cc(-c3ccccc3)c(C#N)c(S(C)(=O)=O)n2)cc1	5	6	4	10	2	1	51*	13	-3
CCN1c2ccccc2-c2nc3ccccc3n2C1c1cccnc1 (stereo not drawn)	-12	-3	-8	-2	-2	0	18	4	11
COc1cc2c(cc1NC(=O)COC(=O)C1CC(=O)N(Cc3ccco3)C1)oc1ccccc12 (stereo not drawn)	8	-6	14	16	-2	1	29	0	-7
CCOC(=O)c1oc2ccccc2c1NC(=O)c1ccc(Cl)s1	-5	-1	1	-14	2	12	0	10	2
COC(=O)C1CC(c2c(OC)cc(OC)cc2OC)=NO1 (stereo not drawn)	0	-9	.	7	4	-1	.	11	0
N#Cc1c(/N=C/c2ccccc2)oc(-c2ccccc2)c1-c1ccccc1	16	-5	.	-6	-4	-2	.	-4	-17
CCOc1ccc(S(=O)(=O)Nc2cc(Sc3ncn[nH]3)c3oc(=O)sc3c2)cc1	-3	-5	2	-20	4	0	-6	0	1
CC(=O)Nc1ccc(S(=O)(=O)N(C)CCOCc2ccccc2)cc1	12	-2	-5	14	6	-1	4	9	-11
CCOC(=O)c1ccc(NC(=O)c2ccccc2)cc1	0	-5	-11	-6	1	-1	-4	-6	2
Nc1ncnc2nc(N3CCN(C(=O)c4ccccc4)CC3)[nH]c12	-8	-3	2	11	-4	0	0	9	8
O=C(OC1CCN(c2ncc(C(F)(F)F)cc2Cl)CC1)c1ccc(Cl)cc1	-15	-8	5	10	-4	-3	1	14	14
O=c1c2[nH]c3ccccc3c2ncn1C1CCCCC1	-2	-8	34*	7	2	7	18	8	2
Cc1cc(C)n(-c2nc(Nc3ccccc3C)nc(-n3nc(C)cc3C)n2)n1	17	-9	8	37	4	-5	53*	7	-16
O=[N+]([O-])/C(C(Cl)=C(Cl)Cl)=C(\Nc1ccc(F)cc1)n1cncn1	-1	-5	-4	-8	-4	-4	-3	10	2
Cc1ccc(OC(=O)c2oc3ccc(F)cc3c2C)c(C)c1	0	-1	-3	23	0	9	25	19	3
CCOC(=O)CCCNS(=O)(=O)c1c(C)ccc2nsnc12	-7	0	8	-9	-6	-4	6	-2	6
CC(=O)c1cccc2c(O)c(C3=Nc4ccccc4C3=O)[nH]c12	-1	-6	.	-17	-3	3	.	-3	-3
CC(C)(C)n1ncc2c(=O)n(CC(=O)Nc3ccc4c(c3)OCO4)cnc21	-21	-2	-2	0	0	2	-10	7	18
Cc1nc2ccccn2c1/C(O)=C1\C(=O)C(=O)N(CCCn2ccnc2)C1c1ccncc1 (stereo not drawn)	11	-8	13	14	1	2	16	10	-12
Cc1nnc(NCCc2ccccc2)n(N)c1=O	2	-7	8	-7	-10	3	-8	4	1
CCOc1cc(/C=N/O)cc(Br)c1OCC	1	-4	.	-11	1	2	.	7	-5
CCOC(=O)c1sc2cccc(F)c2c1N	3	-4	24	9	-5	2	-5	1	-6
COc1ccccc1NC(=O)N1CCN(c2ccccn2)CC1	.	0	-4	8	3	0	-4	9	.
